Screens as filed in PubChem.
anti-Giardia = anti-Giardia activity of synthetic compounds – Compounds Australia Scaffold Library subset, 24/48 h, primary screen (AID 1794835); stronger effect = higher value; inhibition, % at 10 µM; 2,500 tested, 2% active; in the data active = inhibition mostly above about 45%, no sharp cut-off; inactive = mostly below about 37%;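 also: 0% = parasite counts in DMSO vehicle wells; trophozoite growth inhibition read by imaging counts at 24 h; calls made by hand needing about 50% inhibition in two separate runs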
Starred values were filed as active, the others as inactive; i = inactive. This is a subset; count on the stated rates, not on these rows.

SMILES: CCc1nnc2c3ccccc3nc(N3CCN(c4cccc(Cl)c4)CC3)n12
  anti-Giardia = 73*
SMILES: Cc1nnc(-c2csc(S(=O)(=O)NCc3ccccc3)c2)o1
  anti-Giardia = i
SMILES: CC(=O)c1cccc(NC(=O)Cn2cnc([N+](=O)[O-])n2)c1
  anti-Giardia = i
SMILES: CCCNC(=O)CCNC(=O)N1CCCC1c1nc2ccc(C)cc2[nH]1 (stereo not drawn)
  anti-Giardia = 37
SMILES: Cc1ccc(C2C(CN)=C(N)Oc3n[nH]c(C)c32)cc1 (stereo not drawn)
  anti-Giardia = i
SMILES: Cc1cnc(C(=O)N2CCN(C(=O)OC(C)(C)C)C(C)C2)cn1 (stereo not drawn)
  anti-Giardia = i
SMILES: O=C(Cn1nnc(-c2cccs2)n1)c1ccc(Cl)s1
  anti-Giardia = 2
SMILES: CC1CCC(NC(=O)c2ccc(-c3noc(C4CCN(C(=O)c5ccccc5)CC4)n3)cc2)CC1 (stereo not drawn)
  anti-Giardia = i
SMILES: O=C([C@@H]1CCCN1C(=O)c1cccs1)N1CCN(S(=O)(=O)/C=C/c2ccccc2)CC1
  anti-Giardia = 18
SMILES: Cc1ccc2nc(C3=C(O)CN(C4CCCCCC4)C3=N)[nH]c2c1
  anti-Giardia = 29
SMILES: Cc1onc(-c2ccccc2)c1-c1nnc(CN2CCCN(CC(=O)NC(C)(C)C)CC2)o1
  anti-Giardia = 2
SMILES: O=C(NCCc1ccccn1)c1cc(-c2ccccc2)nc2cc(-c3ccccc3)nn12
  anti-Giardia = i
SMILES: O=C(NCc1ccc(F)cc1)N1CCCCC1c1nc(-c2ccccc2)no1 (stereo not drawn)
  anti-Giardia = i
SMILES: COc1ccc(-n2nc(C(=O)N3CCCCC3c3cccnc3)c(=O)n(C)c2=O)cc1 (stereo not drawn)
  anti-Giardia = i
SMILES: CCc1noc(C)c1C(=O)N1CCCCC1CNS(C)(=O)=O (stereo not drawn)
  anti-Giardia = i
SMILES: CCc1ccc(-c2cc(C(=O)N3CCN(c4c(C)n(-c5ccccc5)c(=O)n(C)c4=O)CC3)[nH]n2)cc1
  anti-Giardia = i
SMILES: Cc1ccc(CNC(=O)C2(S(=O)(=O)c3ccc(Cl)cc3)CC2)cc1
  anti-Giardia = 12
SMILES: COc1ccc(OC)c(NC(=O)c2cn(-c3ccc(-c4noc(C)n4)cc3)nc2C)c1
  anti-Giardia = 0
SMILES: CCn1nc(C(=O)NCCOc2ccccc2)cc1-c1cc(C)sc1C
  anti-Giardia = i
SMILES: CC(=O)N1CCC2(CC1)OC(=O)C(C)=C2C(=O)NC1CC1
  anti-Giardia = i
SMILES: COc1c(C(=O)Nc2ccc(C)cc2)oc2ccc(NC(=O)c3ccc(C)s3)cc12
  anti-Giardia = 20
SMILES: Cn1cc(S(=O)(=O)N2CCN(C(=O)Cc3c[nH]c4ccccc34)CC2)cc1C(N)=O
  anti-Giardia = i
SMILES: Cc1nc(S(=O)(=O)c2ccc(Br)cc2)c(NCc2ccccc2)o1
  anti-Giardia = 27
SMILES: C=CCc1ccc(OCC(O)CN2C(=O)NC(C)(c3ccccn3)C2=O)c(OC)c1 (stereo not drawn)
  anti-Giardia = 48
SMILES: Cc1ccc2nc(CCNC(=O)C3CCCN(S(=O)(=O)c4cn(C(C)C)cn4)C3)[nH]c2c1 (stereo not drawn)
  anti-Giardia = i

No new results follow: 3 of the compounds above.
SMILES: Cc1nc(S(=O)(=O)c2ccc(Br)cc2)c(NCc2ccccc2)o1
  anti-Giardia = 27
SMILES: C=CCc1ccc(OCC(O)CN2C(=O)NC(C)(c3ccccn3)C2=O)c(OC)c1 (stereo not drawn)
  anti-Giardia = 48
SMILES: Cc1ccc2nc(CCNC(=O)C3CCCN(S(=O)(=O)c4cn(C(C)C)cn4)C3)[nH]c2c1 (stereo not drawn)
  anti-Giardia = i

Back to the main list, repeating the four entries before the break.
SMILES: Cn1cc(S(=O)(=O)N2CCN(C(=O)Cc3c[nH]c4ccccc34)CC2)cc1C(N)=O
  anti-Giardia = i
SMILES: Cc1nc(S(=O)(=O)c2ccc(Br)cc2)c(NCc2ccccc2)o1
  anti-Giardia = 27
SMILES: C=CCc1ccc(OCC(O)CN2C(=O)NC(C)(c3ccccn3)C2=O)c(OC)c1 (stereo not drawn)
  anti-Giardia = 48
SMILES: Cc1ccc2nc(CCNC(=O)C3CCCN(S(=O)(=O)c4cn(C(C)C)cn4)C3)[nH]c2c1 (stereo not drawn)
  anti-Giardia = i
SMILES: O=C(NC1CC1)C1CCCN(C(=O)c2cc(-c3cccnc3)n[nH]2)C1 (stereo not drawn)
  anti-Giardia = i
SMILES: O=C(c1cnn(-c2ccccc2)c1C1CC1)N1CCc2ccccc21
  anti-Giardia = 0
SMILES: Cc1noc2nc(-c3ccccc3)cc(C(=O)N3CCCC3c3nc4ccccc4s3)c12 (stereo not drawn)
  anti-Giardia = i
SMILES: CCn1nccc1C(=O)NC1CCN(c2nccnc2OC)C1 (stereo not drawn)
  anti-Giardia = i
SMILES: CCn1c(C2N=C(N)Nc3nc4ccccc4n32)nc2ccccc21 (stereo not drawn)
  anti-Giardia = 5
SMILES: CC(=O)Nc1ccc(-c2noc(C3CCCN(C(=O)c4ccc(Br)o4)C3)n2)cc1 (stereo not drawn)
  anti-Giardia = i
SMILES: CCN1CCCn2cc(S(=O)(=O)NCCCc3ccccc3)cc2C1=O
  anti-Giardia = i
SMILES: CCOC(=O)Cc1csc(NC(=O)C2CCN(c3ncnc4onc(C)c34)CC2)n1
  anti-Giardia = i
SMILES: O=C(CN1CCCC1=O)N1CCC(Cc2ccccc2)CC1
  anti-Giardia = i
SMILES: O=C(Nc1nc(-c2ccncc2)cs1)c1cc(C2CC2)nc2ccccc12
  anti-Giardia = 0
SMILES: Cc1coc(C)c1C(=O)CC1(O)C(=O)Nc2ccccc21 (stereo not drawn)
  anti-Giardia = i
SMILES: CC(C)c1cc(C2CCCN2C(=O)NC(C)(C)C)on1 (stereo not drawn)
  anti-Giardia = i
SMILES: Cc1ccc(-c2cc(C(F)F)n3ncc(C(=O)NCc4cnn(C)c4C)c3n2)cc1
  anti-Giardia = i
SMILES: Cc1ccc(-n2nnc3c(N4CCN(S(=O)(=O)c5ccc(Cl)cc5)CC4)ncnc32)cc1
  anti-Giardia = i
SMILES: Cc1cccc(C2=NC3(CCN(C(=O)NC4CCCCC4)CC3)NC2=O)c1
  anti-Giardia = 14
SMILES: CCOc1ccc(NC(=O)N2CCCn3nc(C)cc32)cc1
  anti-Giardia = i
SMILES: CC(=O)c1ccc(N2CCN(C(=O)c3ccc[nH]c3=O)CC2)c(F)c1
  anti-Giardia = i
SMILES: COc1ccc(Br)cc1-c1nc(Cn2nc(C)c3c(C)onc3c2=O)c(C)o1
  anti-Giardia = i
SMILES: CCOC(=O)c1cccnc1NC1CCCN(c2ncccn2)C1 (stereo not drawn)
  anti-Giardia = i
SMILES: O=c1onc(-c2cccnc2)n1Cc1noc(C2CC2)n1
  anti-Giardia = i
SMILES: Cc1nc(C)n(CC2CCCN2Cc2nc(-c3ccco3)oc2C)n1 (stereo not drawn)
  anti-Giardia = i
SMILES: CCOC(=O)CNC(=O)N1Cc2c(C)nn(-c3ccccc3)c2-n2cccc2C1c1cccc(F)c1 (stereo not drawn)
  anti-Giardia = 8
SMILES: CCCS(=O)(=O)N1CCc2c(c(-c3nc(-c4ccc(F)cc4)no3)nn2C)C1
  anti-Giardia = 0
SMILES: O=C(C1CC1)N1CCCCCC1C1CCN(c2nccc(C(F)(F)F)n2)CC1 (stereo not drawn)
  anti-Giardia = 15
SMILES: COCCCN(Cc1ccco1)C(=O)Cn1cnc2onc(-c3ccc(Cl)cc3)c2c1=O
  anti-Giardia = i

Random excerpt: 2 compounds from above, in no set order.
SMILES: CCOC(=O)CNC(=O)N1Cc2c(C)nn(-c3ccccc3)c2-n2cccc2C1c1cccc(F)c1 (stereo not drawn)
  anti-Giardia = 8
SMILES: COc1ccc(Br)cc1-c1nc(Cn2nc(C)c3c(C)onc3c2=O)c(C)o1
  anti-Giardia = i

Back to the main list, starting 2 compounds before the break.
SMILES: O=C(C1CC1)N1CCCCCC1C1CCN(c2nccc(C(F)(F)F)n2)CC1 (stereo not drawn)
  anti-Giardia = 15
SMILES: COCCCN(Cc1ccco1)C(=O)Cn1cnc2onc(-c3ccc(Cl)cc3)c2c1=O
  anti-Giardia = i
SMILES: COc1ccc(C(=O)Nc2cc(-c3nc(C)cs3)sc2C)cc1OC
  anti-Giardia = 27
SMILES: CCCn1nnc2cc(S(=O)(=O)N3CCCC3C(=O)N3CCN(c4ccccn4)CC3)ccc21 (stereo not drawn)
  anti-Giardia = i
SMILES: O=c1c2ccsc2ncn1Cc1nc(Cc2ccccc2)no1
  anti-Giardia = i
SMILES: COc1ccc(Cl)cc1S(=O)(=O)Nc1ccc2nnc(C)n2n1
  anti-Giardia = 0
SMILES: CC(C)c1nc(C2CCCN(C(=O)c3ccc(=O)n(C)c3)C2)no1 (stereo not drawn)
  anti-Giardia = i
SMILES: O=c1oc(-c2ccc(F)cc2)nn1Cc1nc(-c2ccsc2)no1
  anti-Giardia = i
SMILES: O=C1CC2(CCCC2)C(=O)N1CN1CCN(S(=O)(=O)c2cccs2)CC1
  anti-Giardia = i
SMILES: COc1ccccc1N1CCN(C(=O)c2cc3c(C)nn(-c4ccc(C)cc4)c3s2)CC1
  anti-Giardia = 66*
SMILES: COc1ccccc1N1CCN(C(=O)c2ccc3[nH]c(C)c(C)c3c2)CC1
  anti-Giardia = 37
SMILES: CC(C1CC2CCC1C2)N1C(=O)C(=O)N(CC(=O)Nc2ccc3c(c2)OCO3)C1=O (stereo not drawn)
  anti-Giardia = i
SMILES: CCOC(=O)c1ccc(NC(=O)Cn2cc3c(n2)CCCCC3)cc1
  anti-Giardia = i
SMILES: COc1ccc(NC(=O)c2cnc(N3CCN(CC(=O)N4CCCC4)CC3)nc2N)cc1
  anti-Giardia = i
SMILES: Cc1noc(Cn2cnc3sc(-c4ccccc4)c(C)c3c2=O)n1
  anti-Giardia = i
SMILES: Cn1nc(C(=O)N2CCCC2c2nc3ccccc3s2)c2ccccc2c1=O (stereo not drawn)
  anti-Giardia = i
SMILES: Cc1cc(=O)c(C(=O)N2CCN(c3ccc(C(F)(F)F)cn3)CC2)nn1-c1ccccc1F
  anti-Giardia = i
SMILES: Cc1cc(C(=O)N2CCCN(c3cccnn3)CC2)c(C)n1C1CC1
  anti-Giardia = i
SMILES: O=C(CCCc1nc2ccccc2s1)N1Cc2cc3c(cc2C2(CCCC2)C1)OCCO3
  anti-Giardia = i
SMILES: CCn1nc(C(=O)N2CCCN(S(=O)(=O)c3ccc(F)cc3)CC2)c2ccccc2c1=O
  anti-Giardia = i
